# hERG WT inh: qHTS for Inhibitors of KCHN2 3.1: Wildtype qHTS; Voltage-gated inwardly rectifying potassium channel KCNH2 (Homo sapiens), Q12809; U2OS, BacMam KCNH2, thallium flux FluxOr; active compounds read low; activity change, % at 1.84 µM; hit rate 0.37% among 340,000;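 active = maximum activity change below -70%; inconclusive = maximum activity change between -70% and -50%; inactive = maximum activity change above -50%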; also: % is scaled to controls: 0 for no effect and ±100 for the full control effect
#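 U2OS cells transduced with wild-type KCNH2 virus are loaded with FluxOr dye for 45 min, and thallium flux is measured in kinetic reads before and after stimulation buffer. Rate constants are normalized to DMSO controls.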
# GALK inhibitor: qHTS Assay for Inhibitors of Human Galactokinase (GALK); Purified GALK, Kinase-Glo residual ATP luminescence; hit rate 0.007% among 270,000; Potency, µM (titrated, usually from 57.5 µM), for the others: top-dose activity change, negative = inhibition, most hits filed as inhibitors; also: potency is read from the fitted curve at half-maximal effect; % is scaled to controls: 0 for no effect and ±100 for the full control effect
# Target sequence (P51570 whole entry, looked up): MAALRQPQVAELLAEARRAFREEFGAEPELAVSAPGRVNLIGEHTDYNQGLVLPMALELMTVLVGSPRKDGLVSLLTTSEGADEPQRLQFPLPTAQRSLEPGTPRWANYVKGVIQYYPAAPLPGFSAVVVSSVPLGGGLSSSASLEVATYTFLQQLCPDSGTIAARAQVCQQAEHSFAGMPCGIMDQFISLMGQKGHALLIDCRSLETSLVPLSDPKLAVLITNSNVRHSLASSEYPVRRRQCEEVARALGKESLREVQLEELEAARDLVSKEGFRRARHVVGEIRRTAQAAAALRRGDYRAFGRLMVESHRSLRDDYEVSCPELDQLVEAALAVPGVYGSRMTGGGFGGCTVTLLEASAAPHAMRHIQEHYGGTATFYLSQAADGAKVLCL
#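 The enzyme phosphorylates galactose (100 uM) using ATP (35 uM); inhibition is detected as higher residual ATP, quantified by bioluminescence after 1 h reaction at room temperature, pH 8.0.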
# Giardia kill: Small Molecules that selectively kill Giardia lamblia: qHTS; Giardia lamblia trophozoite viability; activity change, % at 7.66 µM, hits read low; hit rate 0.15% among 340,000; AID 540267, 2011; in the data active = activity change below about -80%; inconclusive = between about -30% and that limit;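 also: parasites exposed to compound for two days anaerobically before the ATP read; % is scaled to controls: 0 for no effect and ±100 for the full control effect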
#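 Compounds were tested on trophozoites seeded at 100 cells/well and held 48 hrs at 37 deg C anaerobically. An ATP-based luminescent kit measured the remaining live cells.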
# Tb PFK inh: qHTS Assay to Find Inhibitors of T. brucei phosphofructokinase; Potency, µM (top dose mostly 57.5 µM), for the others: at the highest dose activity, negative = inhibition, actives largely listed as inhibitors; T. brucei PFK, ADP-Glo luminescence; hit rate 0.17% among 330,000;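 also: potency is read from the fitted curve at half-maximal effect; 0% = uninhibited 1x PFK enzyme wells and -100% = no-enzyme wells; nearly all actives have a fitted effect of over 60% in size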
# Target sequence (O15648 whole entry, looked up): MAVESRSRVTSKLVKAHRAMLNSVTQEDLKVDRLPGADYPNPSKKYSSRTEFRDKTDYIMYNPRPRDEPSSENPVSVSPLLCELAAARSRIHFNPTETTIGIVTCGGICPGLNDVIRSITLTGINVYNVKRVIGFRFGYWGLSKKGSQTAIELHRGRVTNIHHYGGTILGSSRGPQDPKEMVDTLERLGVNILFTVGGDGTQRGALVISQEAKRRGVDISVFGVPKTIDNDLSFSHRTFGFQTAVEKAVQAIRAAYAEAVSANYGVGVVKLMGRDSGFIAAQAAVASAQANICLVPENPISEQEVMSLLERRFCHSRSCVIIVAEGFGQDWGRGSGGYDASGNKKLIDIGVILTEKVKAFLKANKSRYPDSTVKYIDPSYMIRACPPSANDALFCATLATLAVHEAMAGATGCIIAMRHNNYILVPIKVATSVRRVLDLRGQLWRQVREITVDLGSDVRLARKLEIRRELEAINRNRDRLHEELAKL
#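 PFK 1.25 nM, F6P 0.5 mM, ATP 0.1 mM, 0.1 M TEA pH 8.0, 5 mM MgCl2, 0.01% Tween20, 0.1% BSA; 45 min RT. ADP-Glo readout. qHTS titration up to 57 uM; curves fitted, compounds curve-classed.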
# TSHR antag: Antagonists of the Thyroid Stimulating Hormone Receptor: HTS campaign | TSHR-expressing cells, TSH-stimulated cAMP HTRF, 2 h; active compounds read low | hit rate 0.2% among 330,000 | Thyrotropin receptor (Homo sapiens), P16473 | activity change, negative = inhibition, % at 11.5 µM;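 active = activity change below a set negative limit, meaning inhibition stronger than a set level, cut at about -70% in these data; inconclusive = activity change between two set negative limits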; also: % is scaled to controls: 0 for no effect and ±100 for the full control effect
#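 Inhibition of cAMP made by TSHR-expressing cells under TSH stimulation (4nM final, EC80; 2 h, 37 deg C) is quantified with a one-step lysis HTRF kit, anti-cAMP cryptate versus cAMP-d2.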
# MLL CXXC-DNA inh: qHTS Fluorescence Polarization Assay for Inhibitors of MLL CXXC domain - DNA interaction. hit rate 0.037% among 290,000. MLL-CXXC / FITC-HOXA9 DNA fluorescence polarization. Potency, µM (top dose mostly 115 µM), inactives show at the top dose activity change, negative = inhibition, usual class: inhibitors. Histone-lysine N-methyltransferase 2A (Homo sapiens), Q03164; active = well fitted inhibition curve with a large enough effect in the polarisation, with a control signal flat, not every such curve was filed as active; inconclusive = small, poorly fitted or top-dose-only effect, or effect the other way, or a change in a side signal; inactive = no such curve, though single readings can be large or run the other way; the % refers to the polarisation; also: potency is read from the fitted curve at half-maximal effect
#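 Steps: dispense CXXC domain solution (7 uM) → pin compounds or unlabeled HOX-A9 DNA control → 5 min ambient → add FLSN-HOX-A9 solution (50 nM) → spin → 30 min ambient → fluorescence polarization. Tris pH 7.5/NaCl/DTT/BSA buffer.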
# A-T KAP1 phos: qHTS Assay for Identifying a Potential Treatment of Ataxia-Telangiectasia; […] A-T fibroblasts, KAP-1 phosphorylation AlphaLISA; neocarzinostatin DNA damage 30 min before lysis; Potency, µM (top dose mostly 57.5 µM), for the others: top-dose activation, most hits filed as activators; hit rate 0.19% among 320,000; AID 485349, 2010; also: potency is read from the fitted curve at half-maximal effect; % of control where 0% means no effect; nearly all actives have a fitted effect of over 45% in size
#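 hTERT-immortalized A-T patient fibroblasts ([…]), 500 cells/well in OPTI-MEM, 1% FBS, got compounds for 60 min, then NCS for 30 min at 37C. Lysates were then assayed for phospho-KAP-1 by AlphaLISA (anti-pKAP1 donor, anti-KAP1 acceptor beads), 6 hr at 25C.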
# Coupling enz: qHTS Assay for Inhibitors of Fructose-1,6-bisphosphate Aldolase from Giardia Lamblia: Coupling assay counterscreen; coupling enzyme system counterscreen, AmpLite Red fluorescence; AID 2472, 2010; activity change, negative = inhibition, % at 58.2 µM, hits read low; hit rate 0.67% among 290,000; in the data active = activity change below about -30%; also: % is scaled to controls: 0 for no effect and ±100 for the full control effect
#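 Counterscreen lacking aldolase: glyceraldehyde-3-phosphate coupling-enzyme reagent preincubated 10 min at RT with compound (at 57.5 uM final), then substrate/coupling system with AmpLite Red added; fluorescence read at 525/598 nm after 20 min RT.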
# TCR activator: Activators of T cell receptors: qHTS campaign; primary human leukocytes, anti-CD3, IL-2 HTRF, 48 h; Potency, µM (top dose mostly 9.22 µM), for the others: top-dose activation of IL-2 secretion, hits mostly activators; 330,000 tested, under 10 active; also: % of control where 0% means no effect
#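 TCR engagement came from a-CD3 beads alone, with compounds added to primary human leukocytes for 48 hr. Secreted IL-2 bridged europium cryptate- and d2-labelled anti-IL-2 antibodies, giving FRET emission at 665nm after 320nm excitation.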
# BCR signal inh: qHTS Assay to Find Inhibitors of Chronic Active B-Cell Receptor Signaling; ABC-DLBCL IkBa-CBG/CBR reporter, luminescence ratio, 4 h; Potency, µM (doses to about 46.1 µM), for the others: at the top dose ratio change, negative = lower green/red ratio, hits mostly inhibitors; hit rate 0.05% among 340,000; AID 493014, 2011; active = well fitted inhibition curve with a large enough effect in the signal ratio, with a control signal flat, not every such curve was filed as active; inconclusive = small, poorly fitted or top-dose-only effect, or effect the other way, or a change in a side signal; the % refers to the signal ratio;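 also: potency is read from the fitted curve at half-maximal effect; plate controls were basal doxycycline-induced cells for no effect and cells given 10 µM MG132 for full effect; MG132 reads +100%, hits lower the ratio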
#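 Compounds up to 46 uM were incubated four hours with TMD8 cells whose green CBG68 luciferase is fused to IkappaBalpha; red CBR luminescence normalised the signal, and concentration-effect curves were fitted to fusion, red and ratio data.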
# An asterisk follows results filed as active; ? = inconclusive; . = not tested or not shown; [ ] = dose if it differs, or a comment. Unless noted, calls follow the shape of the dose curve; as a rule, active = well fitted curve in the direction sought with a large enough effect; inconclusive = small, poorly fitted or top-dose-only effect, or another doubt; inactive = no such curve, though single readings can be large; an effect the other way counts as inactive or inconclusive.
item	SMILES	hERG WT inh	GALK inhibitor	Giardia kill	Tb PFK inh	TSHR antag
1	NC(=S)N/N=C1\CC(c2ccc3c(c2)OCCCO3)Oc2ccc(F)cc21 (stereo not drawn)	21	3%	-29	-20%	-5
2	NC(=O)c1sc2nc3c(c(-c4cccnc4)c2c1N)CCC3	-6	0%	-11	-4%	-10
3	CCCn1nc(Oc2nc(NCC)nc(NCC)n2)ccc1=O	-15	-4%	-12	1%	10
4	O=C(Cc1ccc(Br)cc1)OCC(=O)c1ccc[nH]1	-8	.	-13	10%	-4
5	Cc1cccc(N2CCN(C(=O)CN3CCOc4ccccc43)CC2C)c1 (stereo not drawn)	5	1%	20	-3%	-11
6	COc1ccc(NC(=O)c2c(C)noc2C(C)C)cc1S(=O)(=O)N1CCCCC1	8	.	23	1%	-5
7	COc1ccc(N2CCN(C(=O)COC(=O)c3c(-c4ccccc4)noc3C)CC2)cc1	-15	.	-9	-14%	-6
8	O=C(NC(=S)Nc1cccc2cc(O)ccc12)c1ccccc1Br	-2	-11%	18	1%	8
9	CC(C)C(=O)N1CCC(c2nc(-c3ccc(S(=O)(=O)N4CCCC4)cc3)no2)CC1	11	1%	9	3%	20
10	O=C(/C=C/c1cccc([N+](=O)[O-])c1)NCCSCc1ccc(Cl)cc1	-7	0%	9	-20%	-26
11	O=C(NCc1ccc(Cl)cc1)c1cc(=O)nc2sc(-c3ccccc3)nn12	-2	1%	3	1%	-15
12	CCN(c1ccc(OC)cc1)S(=O)(=O)c1nnc(NC(=O)CC(C)C)s1	-6	-2%	-5	-3%	-8

item	MLL CXXC-DNA inh	A-T KAP1 phos	Coupling enz	TCR activator	BCR signal inh
1	-9%	-3%	-9	8%	18µM*
2	0%	-6%	2	-6%[46.1 µM]	19%
3	-6%	7%	1	-28%	-20%
4	.	0%	.	4%	-1%
5	1%	1%	0	-2%	4%
6	.	-6%	.	3%	-8%
7	.	2%	.	.	-1%
8	29%	0%	.	8%	?
9	-4%	-2%	5	-235%	1%
10	1%	1%	1	-2%[46.1 µM]	12%
11	1%	1%	2	-4%	?
12	-6%	-7%	1	-29%	?

# Continuation.
item	SMILES	hERG WT inh	GALK inhibitor	Giardia kill	Tb PFK inh	TSHR antag
13	O=C(Nc1cscc1S(=O)(=O)c1ccccc1)c1ccccc1Cl	-4	1%	1	2%	-3
14	COc1ccc(NC(C)=O)cc1NC(=O)CSc1nnc(-c2ccccn2)n1C	5	-1%	1	17%	9
15	Cc1ccc(-c2nc(CS(=O)CC(=O)NCc3ccccc3)c(C)o2)cc1 (stereo not drawn)	0	3%	15	5%	-5
16	C[C@@H]1CN([C@@H](C)CO)C(=O)c2cc(NS(C)(=O)=O)ccc2O[C@@H]1CN(C)S(=O)(=O)c1ccccc1	-5	.	3	3%	-7
17	Cc1nnc(SCCn2c(N3CCN(C)CC3)nc3c2c(=O)n(C)c(=O)n3C)s1	-13	-4%	-29	0%	6
18	CN(C)CCN(Cc1ccccc1)c1nccc(N(C)C)c1C#N	11	1%	-11	-3%	7
19	O=c1[nH]cnc2scc(C3COc4ccccc4O3)c12 (stereo not drawn)	-1	4%	-2	0%	-14
20	COc1c(S(=O)(=O)n2nc(C)cc2C)ccc(Cl)c1Cl	5	0%	4	.	.
21	CCOC(=O)CC1ON(C)C(=O)N1c1ccc(Cl)cc1Cl (stereo not drawn)	4	7%	6	.	.
22	COC(=O)c1ccc(C(=O)OC)c(=O)[nH]1	-4	4%	?	-8%	6
23	O=S(O)OC1CS(=O)(=O)CC1c1ccccc1 (stereo not drawn)	-9	-2%	-26	1%	13
24	CCN(CC(=O)Nc1c(F)cccc1F)C(=O)C1Cc2ccccc2CN1S(=O)(=O)CC (stereo not drawn)	0	.	-7	-1%	8

item	MLL CXXC-DNA inh	A-T KAP1 phos	Coupling enz	TCR activator	BCR signal inh
13	-10%	-2%	-1	2%	-19%
14	10%	4%	-6	1%	?
15	-9%	1%	2	2%	9%
16	.	2%	.	-9%	3%
17	-2%	1%	1	2%	2%
18	4%	.	-2	-4%	3%
19	-1%	1%	4	-13%	?
20	2%	.	1	1%	.
21	2%	.	1	-2%	.
22	0%	-5%	2	-4%	?
23	-15%	28%	2	2%	-4%
24	.	12%	.	-1%	-15%

# Additional records follow.
item	SMILES	hERG WT inh	GALK inhibitor	Giardia kill	Tb PFK inh	TSHR antag
25	Cc1cccc(CC2CC(=O)N(C3CCCCC3)C2=O)c1 (stereo not drawn)	-3	1%	10	-3%	-4
26	Cc1ccccc1NC(=S)NC(NC(=O)N(C)C)C(Cl)(Cl)Cl (stereo not drawn)	14	0%	-28	-1%	1
27	Cc1nc(SCC(=O)N2CCN(c3ccccc3)CC2)n[nH]1	-4	1%	2	3%	-89*
28	O=C(COC(=O)c1cccc2ccccc12)NCC1CCCO1 (stereo not drawn)	-11	8%	-6	-3%	0
29	CC(C(=O)NC1CCCCC1)N1CCN(C)CC1 (stereo not drawn)	14	-2%	34[activator]	-10%	13
30	COc1ccc(N2CCN(C(=O)c3cc(=O)[nH]c4ccccc34)CC2)cc1	9	1%	15	-2%	-5
31	O=C(CNC1CCCC1)Nc1cc(Cl)ccc1[N+](=O)[O-]	-5	-2%	-18	3%	2
32	O=C(NCc1ccccc1)c1onc(CS(=O)(=O)c2ccccn2)c1C(=O)NCc1ccccc1	-2	.	-22	-2%	-17
33	Cc1cc(C(=O)N2CC(C)CC(C)C2)n(-c2ccccc2)n1 (stereo not drawn)	12	-2%	34[activator]	0%	2
34	COc1ccc(CCNC(=O)CSc2nc(-c3ccc(OC)c(OC)c3)ccc2C#N)cc1	4	1%	7	-1%	3
35	COc1cc(/C=N/n2c(SC)nnc(C(C)(C)C)c2=O)ccc1O	8	2%	-21	-3%	-7
36	Cc1cc(=O)[nH]c(SCCOc2cccc(C(F)(F)F)c2)n1	2	-2%	-5	5%	-14

item	MLL CXXC-DNA inh	A-T KAP1 phos	Coupling enz	TCR activator	BCR signal inh
25	-6%	1%	2	-2%	?
26	-2%	4%	1	4%	-11%
27	15%	7%	1	-5%	7%
28	-1%	0%	2	-5%	14%
29	-1%	-10%	0	-18%	1%
30	5%	-6%	-1	-5%	-2%
31	-4%	0%	3	6%	1%
32	.	2%	.	2%	0%
33	-13%	1%	0	-22%	0%
34	28%	2%	2	2%[46.1 µM]	0%
35	3%	5%	1	0%	?
36	5%	2%	-10	1%	1%

# Reprinted from the part before: 3 entries, followed by the next part.
item	SMILES	hERG WT inh	GALK inhibitor	Giardia kill	Tb PFK inh	TSHR antag
34	COc1ccc(CCNC(=O)CSc2nc(-c3ccc(OC)c(OC)c3)ccc2C#N)cc1	4	1%	7	-1%	3
35	COc1cc(/C=N/n2c(SC)nnc(C(C)(C)C)c2=O)ccc1O	8	2%	-21	-3%	-7
36	Cc1cc(=O)[nH]c(SCCOc2cccc(C(F)(F)F)c2)n1	2	-2%	-5	5%	-14
37	N#CCc1ccc(NC(=O)c2cc(S(=O)(=O)N3CCOCC3)ccc2Cl)cc1	6	8%	-8	1%	-7
38	Cc1c(O[C@@H]2O[C@H](CO)[C@@H](O)[C@H](O)[C@H]2O)c(CO)c(O[C@@H]2O[C@H](CO)[C@@H](O)[C@H](O)[C@H]2O)c2c1O[C@@H](c1ccccc1)C[C@@H]2O	4	.	10	0%	7
39	COc1ccc(OCC(O)CNC(=O)c2ccc(C)cc2)cc1 (stereo not drawn)	6	-2%	4	0%	0
40	O=C(Nc1ccc2c(c1)OCO2)c1ccc(CO)cc1	-5	.	-21	0%	9

item	MLL CXXC-DNA inh	A-T KAP1 phos	Coupling enz	TCR activator	BCR signal inh
34	28%	2%	2	2%[46.1 µM]	0%
35	3%	5%	1	0%	?
36	5%	2%	-10	1%	1%
37	2%	-1%	.	3%	-3%
38	.	13%	.	0%	-1%
39	6%	12%	0	5%	0%
40	.	0%	.	1%	-3%

# Screening data deposited in PubChem BioAssay by National Center for Advancing Translational Sciences (NCATS).
